PLK1 PBD inh – Plk1 polo box domain binding inhibitors, primary screen, biochemical, fluorescence polarization; Serine/threonine-protein kinase PLK1 (Homo sapiens), P53350; Plk1 PBD phosphopeptide binding; inhibition, %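 (tested at about 20 µM)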; 97,000 tested, 0.13% active; AID 693, 2007; in the data active means inhibition above about 34%, passing the limit was not always enough
PLAP activator – PLAP enzyme activators, biochemical, luminescence, HTS; Alkaline phosphatase, placental type (Homo sapiens), P05187; purified PLAP enzyme, luminescent substrate read-out; hits give high values; activation fold at 20 µM; 96,000 tested, 1.2% active; AID 696, 2007; in the data active means activation fold above about 2
Target sequence (P05187 whole entry, looked up): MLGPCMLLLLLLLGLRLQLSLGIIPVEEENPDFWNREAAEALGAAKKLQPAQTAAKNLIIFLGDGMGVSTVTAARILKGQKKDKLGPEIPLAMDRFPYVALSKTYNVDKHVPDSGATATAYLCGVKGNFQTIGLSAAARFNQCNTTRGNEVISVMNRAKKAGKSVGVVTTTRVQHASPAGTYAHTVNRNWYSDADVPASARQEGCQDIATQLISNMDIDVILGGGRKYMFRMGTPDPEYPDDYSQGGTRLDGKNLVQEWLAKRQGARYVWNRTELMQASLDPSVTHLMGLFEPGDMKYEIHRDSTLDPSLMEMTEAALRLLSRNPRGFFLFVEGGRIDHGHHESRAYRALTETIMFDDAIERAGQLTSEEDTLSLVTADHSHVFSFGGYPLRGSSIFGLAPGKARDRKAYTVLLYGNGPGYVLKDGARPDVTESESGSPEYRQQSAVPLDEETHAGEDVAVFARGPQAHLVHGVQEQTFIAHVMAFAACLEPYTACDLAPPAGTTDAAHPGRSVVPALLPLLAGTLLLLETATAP
Rev-RRE block – HIV-1 Rev-RRE binding inhibitors, primary screen, biochemical, FRET, protein-RNA interaction. P05866. Rev peptide-RRE RNA binding. inhibition, % at 8 µM. 97,000 tested, 0.79% active. AID 704, 2007;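 active means inhibition above the screen-wide mean plus 3 SD, cut at about 35% in these data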;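 further: 0% = median DMSO wells and 100% = median Neomycin B control wells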
Target sequence (P05866 whole entry, looked up): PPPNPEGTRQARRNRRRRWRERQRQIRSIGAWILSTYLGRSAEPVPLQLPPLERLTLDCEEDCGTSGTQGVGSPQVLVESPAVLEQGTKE
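Test system: Cy5-tagged RRE RNA duplex with fluorescein-tagged Rev peptide; Probe or stimulus: labelled Rev peptide; Schedule: 5 min preincubation and 15 min binding, 25 °C; Signal: FRET fluorescence readout; Evaluation: % inhibition from 671/540 nm acceptor-to-donor ratio, scaled between controls; Control set: DMSO and neomycin B.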
CYP2C19 inhib – blockers of cytochrome P450 2C19 activity – biochemical, luminescence, ADME assay, primary screen; CYP2C19 Supersomes, luciferin-H EGE luminescence, 30 min; P33261; inhibition, % at 5 µM; 96,000 tested, 21% active;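 active means CYP2C19 inhibition above a set limit at 5 µM in the primary screen, cut at about 50% in these data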;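 further: plate controls were negative control wells for no effect and 2.5 mM tranylcypromine positive control for full effect; values of inactives mirror those of a sister screen read the other way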
Target sequence (P33261 whole entry, looked up): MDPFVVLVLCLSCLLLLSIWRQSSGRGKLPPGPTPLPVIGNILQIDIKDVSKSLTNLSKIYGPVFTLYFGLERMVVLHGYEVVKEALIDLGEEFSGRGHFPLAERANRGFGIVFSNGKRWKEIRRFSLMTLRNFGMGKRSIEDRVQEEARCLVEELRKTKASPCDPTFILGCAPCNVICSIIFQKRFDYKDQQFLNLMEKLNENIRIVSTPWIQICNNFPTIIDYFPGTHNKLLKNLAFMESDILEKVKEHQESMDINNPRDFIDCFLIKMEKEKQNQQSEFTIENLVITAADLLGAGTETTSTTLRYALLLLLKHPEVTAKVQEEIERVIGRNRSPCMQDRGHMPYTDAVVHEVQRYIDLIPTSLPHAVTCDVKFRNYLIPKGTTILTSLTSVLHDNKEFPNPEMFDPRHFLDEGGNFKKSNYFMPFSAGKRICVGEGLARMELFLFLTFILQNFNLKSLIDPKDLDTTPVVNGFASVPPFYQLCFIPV
CYP2C19 act – human CYP2C19 activators, primary screen, biochemical, luminescence. 96,000 tested, under 10 active. recombinant CYP2C19, luciferin-H EGE luminescence; hits give high values; 0 = fully inhibited enzyme, 1 = untreated enzyme. Cytochrome P450 2C19 (Homo sapiens), P33261. AID 1025, 2008. activation factor at 5 µM;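 active means activation factor of at least 2 at 5 µM in the primary screen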;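 further: 0 = wells with 2.5 mM tranylcypromine and 1 = vehicle-only wells; values of inactives mirror those of a sister screen read the other way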
PLK1 kinase inh – human PLK1 kinase inhibitors, primary screen, biochemical, TR-FRET; Serine/threonine-protein kinase PLK1 (Homo sapiens), P53350; recombinant PLK1 kinase, TR-FRET peptide phosphorylation; inhibition, % at 10 µM; 97,000 tested, 0.53% active; AID 619, 2007;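 active means inhibition of 50% or more in the single-concentration screen; inactive means inhibition below 50%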;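 further: 0% = DMSO max control and 100% = H-89 dihydrochloride min control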
CYP2C9 inh – blockers of cytochrome P450 2C9 activity – biochemical, luminescence, ADME assay, primary screen. 96,000 tested, 20% active. P11712. inhibition, % at 5 µM. CYP2C9 Supersomes, luciferin-H conversion;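 active means blocking of liver enzyme CYP2C9 beyond about 50% at 5 µM, limit read from the data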; further: values of inactives mirror those of a sister screen read the other way
CYP2C9 activ – human CYP2C9 activators, primary screen, biochemical, luminescence. Cytochrome P450 2C9 (Homo sapiens), P11712. recombinant CYP2C9, luciferin-H conversion; hits give high values; factor 1 = untreated enzyme, 0 = blocked. activation factor at 5 µM. 96,000 tested, 1.4% active;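 active means activation factor of 2 or more for CYP2C9 at a 5 µM dose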;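 further: 0 = sulfaphenazole-blocked wells and 1 = vehicle-only wells; values of inactives mirror those of a sister screen read the other way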
EphB4 antag – EphB4-ephrin-B2 interaction antagonists, primary screen, biochemical, TNYL-RAW peptide probe, fluorescence polarization. inhibition, % at 7 µM. Ephrin type-B receptor 4 (Homo sapiens), P54760. 97,000 tested, 0.15% active. EphB4 LBD / TNYL-RAW-Alexa532 peptide;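 active means inhibition above the screen-wide mean inhibition plus 3 SD, cut at about 15% in these data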;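 further: 0% = DMSO wells and 100% = excess unlabeled TNYL-RAW peptide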
* marks the source's active call; other numbers are inactive results; . = not tested or not shown.

cpd	compound	PLK1 PBD inh	PLAP activator	Rev-RRE block	CYP2C19 inhib	CYP2C19 act	PLK1 kinase inh	CYP2C9 inh	CYP2C9 activ	EphB4 antag
1	Cn1nnnc1SCC(=O)N(C1CCCCC1)C1CCCCC1	3	1	1	32	0.7	-7	42	0.6	-5
2	Cc1ccc(-c2csc(NC(=O)Cc3cccs3)n2)cc1C	-3	0.9	5	10	0.9	-11	27	0.7	3
3	CC12CS(=O)(=O)CC1SC(=S)N2c1ccccn1 (stereo unspecified)	-9	0.9	3	6	0.9	-4	6	0.9	-7
4	Cc1cccc(NC(=O)c2ccc([N+](=O)[O-])o2)n1	4	0.9	9	0	1	-17	6	0.9	0
5	CC(=O)N=c1sc2c3ccccc3ccc2n1C	-13	0.9	0	12	0.9	-8	-17	1.2	7
6	COCCNC(=O)CSc1nc2cc(OC)c(OC)cc2c(=O)n1Cc1ccc(OC)cc1	14	1.1	8	11	0.9	-6	43	0.6	3
7	CCc1nnc(NC(=O)Cn2c(=O)oc3ccccc32)s1	10	1.1	12	64*	0.4	-6	73*	0.3	8
8	CCOC(=O)c1c(NC(=O)CSc2nnc(C)s2)sc2c1CCC(CC)C2 (stereo unspecified)	-11	.	-2	.	.	-21	.	.	-7
9	CCOCC(O)CS(=O)(=O)c1ccccn1 (stereo unspecified)	10	1.1	3	-2	1	-11	-7	1.1	-2
10	CCc1cc2c(NC(C(=O)O)C(C)C)ncnc2s1 (stereo unspecified)	-8	1.2	6	-15	1.1	-5	13	0.9	-6
11	CCCCC(=O)c1ccc(O)cc1O	-14	.	3	.	.	-10	.	.	5
12	CCOC(=O)C1CCCN(C(=O)Cn2nc(Cc3cccnc3)c3ccccc3c2=O)C1 (stereo unspecified)	-35	1.2	6	4	1	-7	8	0.9	1
13	CC(C(=O)Nc1cccnc1)N1C(=O)C2C3C=CC(C3)C2C1=O (stereo unspecified)	9	1	2	4	1	1	0	1	-12
14	C(=C\c1ccccc1)/CSc1nnc(-c2cnccn2)n1Cc1ccco1	-24	.	6	.	.	-7	.	.	-8
15	Cc1ccc(C(=O)Oc2csc(=S)n2C(=O)c2ccc(C)cc2)cc1	25	0.9	-1	12	0.9	-13	34	0.7	-6
16	C=CCOc1cccc(C2C(C(=O)c3ccco3)=C(O)C(=O)N2CCN2CCOCC2)c1 (stereo unspecified)	.	1.5	.	4	1	.	5	0.9	.
17	O=C(CSc1ncccc1-c1nc2ccccc2[nH]1)NCc1ccco1	-35	2*	15	48	0.5	29	55*	0.4	2
18	Cc1cccc(NC(=O)CCS(=O)(=O)c2cccc3nsnc23)c1C	7	1	3	9	0.9	-2	-12	1.1	-8
19	CCOC(=O)C1CCCN(Cc2nc(N)nc(Nc3ccccc3)n2)C1 (stereo unspecified)	14	1.6	1	26	0.7	0	48	0.5	1
20	Cc1cc(=O)n2nc(N3CCCC(C(=O)NCc4ccc5c(c4)OCO5)C3)sc2n1 (stereo unspecified)	.	0.9	.	33	0.7	.	22	0.8	.
21	CCC(c1nnnn1C(C)(C)C)N(CCOC)Cc1cc2cccc(C)c2n2nnnc12 (stereo unspecified)	-24	1.1	5	-2	1	-1	2	1	5
22	Cc1c(Br)cc(C(=O)NCCCN2CCOCC2)c(C)c1C	-10	1.1	-1	24	0.8	3	-60	1.6	-4
23	CC(C)(C)NS(=O)(=O)c1ccc(CCC(=O)N2CCOCC2)cc1	2	1.2	2	29	0.7	-5	24	0.8	2
24	COCC(=O)n1nc(NCc2ccc(OC)cc2)nc1NCc1ccc(OC)cc1	1	1.3	3	21	0.8	-9	37	0.6	2
25	COc1cccc(C2CC(c3cccc(Br)c3)n3ncnc3N2)c1 (stereo unspecified)	-11	1.2	9	64*	0.4	2	37	0.6	-7
26	CCOC(=O)c1nnn(-c2nonc2NC(C)=O)c1C	-6	0.8	8	14	0.9	-6	7	0.9	1
27	CCOCCn1c(N2CCN(c3ccc(OC)cc3)CC2)nc2c1c(=O)[nH]c(=O)n2C	10	1.4	-3	12	0.9	-19	24	0.8	5
28	c1ccc(CN2CCN(c3nc(-c4ccccc4)nc(-n4ccnc4)n3)CC2)cc1	0	1.3	4	34	0.7	7	57*	0.4	-1
29	C=CCOc1ccc(Oc2cc(C)nc(SC)n2)nn1	22	.	0	.	.	-10	.	.	7
30	CCOC(=O)CN(C(=O)CSc1nnc(-c2ccc(OC)c(OC)c2)o1)c1ccc(F)cc1	-4	1.7	8	13	0.9	-10	38	0.6	-6

The final 2 compounds of the part before are carried over, then new ones follow.
cpd	compound	PLK1 PBD inh	PLAP activator	Rev-RRE block	CYP2C19 inhib	CYP2C19 act	PLK1 kinase inh	CYP2C9 inh	CYP2C9 activ	EphB4 antag
29	C=CCOc1ccc(Oc2cc(C)nc(SC)n2)nn1	22	.	0	.	.	-10	.	.	7
30	CCOC(=O)CN(C(=O)CSc1nnc(-c2ccc(OC)c(OC)c2)o1)c1ccc(F)cc1	-4	1.7	8	13	0.9	-10	38	0.6	-6
31	CC1=CC(C)(C)N(S(=O)(=O)c2ccc(F)cc2)c2ccc(C)cc21	6	0.7	20	28	0.7	-7	31	0.7	4
32	O=C(CS(=O)CC(=O)Nc1cccc2c1CCCC2)Nc1ccc(F)cc1 (stereo unspecified)	9	0.8	6	7	0.9	-1	21	0.8	4
33	Cc1cnn(C(=S)NCc2ccc(Cl)cc2)c1	3	.	10	.	.	-5	.	.	-6
34	CCOC(=O)N1CCN(c2c(NCC3CCN(Cc4cccc(C)c4)CC3)c(=O)c2=O)CC1	.	1.4	.	-6	1.1	.	-2	1	.
35	O=C(Cc1nc2ccccc2s1)c1ccc(O)cc1O	13	1.1	7	30	0.7	-17	3	1	5
36	O=C1NC2(C=Cc3c(ccc4ccccc34)O2)Oc2ccccc21 (stereo unspecified)	0	1.1	12	-7	1.1	-3	-11	1.1	3
37	O=C(Oc1cccc2ccccc12)c1ccncc1	23	.	1	.	.	-9	.	.	-4
38	CCOC(=O)Cn1cnc2c(C#N)c3n(c2c1=O)CCCCC3	-9	0.9	1	2	1	-18	4	1	-1
39	CNC(=O)c1cc2cc(OC)ccc2oc1=O	14	0.8	6	-10	1.1	0	-2	1	-2
40	O=C(NCc1cccs1)C1CCN(C(=O)NCc2ccccc2)CC1	4	.	10	.	.	-17	.	.	-1
41	CCCCN(CCCC)CCNC(=O)CNC(=O)c1cccs1	4	0.9	7	8	0.9	-4	18	0.8	3
42	Cn1c(=O)cc(SCC(=O)NCCCN2CCOCC2)c2ccc(Cl)cc21	-13	1.4	4	-16	1.2	-3	-4	1	9
43	Fc1ccccc1C(c1nnnn1C1CCCC1)N1CCN(Cc2ccccc2)CC1 (stereo unspecified)	-33	.	6	.	.	-9	.	.	-7
44	c1ccc(Oc2nc(Oc3ccccc3)nc(N3CCOCC3)n2)cc1	16	0.9	5	60*	0.4	1	49	0.5	1
45	COc1cccc(/C(O)=C2/C(=O)C(=O)N(CCN3CCOCC3)C2c2cccs2)c1 (stereo unspecified)	30	1	-1	18	0.8	-8	10	0.9	-8
46	Cc1cc(C)c(NC(=O)OCCN2CCOCC2)c(C)c1	-20	1.2	6	22	0.8	-7	-29	1.3	-3
47	Cc1nc(CNS(=O)(=O)c2cccnc2)cs1	12	1.2	6	19	0.8	-12	9	0.9	-9
48	COc1cc(C(=O)OC(C)C(=O)Nc2ccc3c(c2)OCO3)ccc1OCc1c(C)noc1C (stereo unspecified)	-11	1	7	11	0.9	-11	4	1	8
49	CCC(C)(C)NC(=O)C(c1ccc(C)o1)N(C(=O)c1csnn1)c1cccc(F)c1 (stereo unspecified)	-15	.	3	.	.	-12	.	.	2
50	CC(C)(C)NC(=O)c1ccc2c(c1)N(CC(=O)N1CCN(c3ccccc3F)CC1)C(=O)C(C)(C)O2	.	1.6	.	14	0.9	.	33	0.7	.
51	Cc1cc(C)nc(SCC(=O)OCN2C(=O)c3ccccc3C2=O)n1	25	.	1	.	.	-4	.	.	-1
52	CC(NC(=O)CCCN1C(=O)c2ccccc2C1=O)c1ccc2c(c1)CCCC2 (stereo unspecified)	-2	0.9	1	83*	0.2	-5	90*	0.1	0
53	CCOc1ccc(C(=O)/C=C/c2ccccc2C(F)(F)F)cc1	-30	0.9	8	16	0.8	-11	-27	1.3	-3
54	Cc1ccc(S(=O)(=O)NCCC(=O)NCc2ccc3c(c2)OCO3)cc1C	-17	1	2	38	0.6	-7	-111	2.1*	2
55	Cc1ccccc1Cn1nnc(C(=O)Nc2cccc(C)c2C)c1N	-21	0.9	7	54*	0.5	-7	-35	1.4	-2
56	O=C(Oc1ccc(OC(=O)N2CCOCC2)cc1)c1ccccc1	-2	1.1	8	33	0.7	-14	6	0.9	-6
57	Cc1ccc2nc(NC(=O)c3cccs3)sc2c1	.	1	.	5	1	.	2	1	.
58	CCOC(=O)c1oc2ccc(S(=O)(=O)N3CCC(C)CC3)cc2c1C	-9	1	2	3	1	-19	11	0.9	-6
59	Cc1cc(N2CCC(C(N)=O)CC2)nc(-c2ccccc2)n1	-15	1	4	-6	1.1	-17	53*	0.5	13
60	COC(=O)c1c(NC(=O)c2ccco2)sc(C(=O)N(C)C)c1C	-7	.	6	.	.	-11	.	.	5

(more compounds)
cpd	compound	PLK1 PBD inh	PLAP activator	Rev-RRE block	CYP2C19 inhib	CYP2C19 act	PLK1 kinase inh	CYP2C9 inh	CYP2C9 activ	EphB4 antag
61	COc1ccc(CNC(=O)c2cccs2)cc1	14	0.7	9	94*	0.1	3	44	0.6	-6
62	Cn1nc(CC(=O)NCc2cccc3ccccc23)c2ccccc2c1=O	17	0.9	7	21	0.8	-3	-42	1.4	0
63	C1CCc2nnc(-c3nnc4n3CCCCC4)n2CC1	15	1.7	3	-16	1.2	-7	-12	1.1	-2
64	O=C(Cn1cc(C(=O)c2cccs2)c2ccccc21)NCC1CCCO1 (stereo unspecified)	8	0.8	1	67*	0.3	-11	47	0.5	0
65	CCOC(=O)C1CCN(C2CC(=O)N(c3cccc(Cl)c3)C2=O)CC1 (stereo unspecified)	.	1.1	.	13	0.9	.	2	1	.
66	O=S(=O)(c1cccs1)N1CCCc2cccc(O)c21	-9	1	4	66*	0.3	-11	-194	2.9*	-1
67	COCCn1c(SCc2cccnc2)nnc1-c1ccco1	4	1.8	7	14	0.9	-5	16	0.8	-1
68	CS(=O)(=O)N(CC(=O)O)c1cc(Cl)cc(Cl)c1	-2	0.9	10	-13	1.1	-10	-14	1.1	2
69	Cc1nc(C)n(CC(O)COc2ccc(C(=O)c3ccccc3)cc2)n1 (stereo unspecified)	4	1	3	-10	1.1	-5	-1	1	-3
70	CCOC(=O)N1CCN(C(=O)c2ccc(CN(c3ccccc3)S(C)(=O)=O)cc2)CC1	-9	1.6	-4	24	0.8	-3	54*	0.5	-7
71	CCOC(=O)CCCNC(=O)COC(=O)c1cc2ccccc2cc1O	-17	0.9	7	26	0.7	-10	28	0.7	4

Of the compounds above, 2 contain a COOH group:
cpd	compound	PLK1 PBD inh	PLAP activator	Rev-RRE block	CYP2C19 inhib	CYP2C19 act	PLK1 kinase inh	CYP2C9 inh	CYP2C9 activ	EphB4 antag
10	CCc1cc2c(NC(C(=O)O)C(C)C)ncnc2s1 (stereo unspecified)	-8	1.2	6	-15	1.1	-5	13	0.9	-6
68	CS(=O)(=O)N(CC(=O)O)c1cc(Cl)cc(Cl)c1	-2	0.9	10	-13	1.1	-10	-14	1.1	2

High-throughput results from PubChem.
